RAD54 branch = inhibitors of human RAD54 branch migration; RAD54 Holliday junction branch migration, FAM/BHQ fluorescence; inhibition, % at 10.4 µM; 360,000 compounds, 0.14% hits;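 active = mean normalized replicate activity at least 40 and at least half of replicates scoring 40 or more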;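 note: 0% = median of neutral control wells and 100% = median of positive control wells; inhibitors cause a drop in the FAM fluorescence signal; in these data hits start at about 50%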
CASP6 VEID inh = blocks human caspase-6 cleavage activity; purified caspase-6, Z-VEID-R110 cleavage fluorescence; 350,000 compounds, 0.53% hits; P55212; inhibition, % at 12.5 µM; AID 686996;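 active = mean inhibition across replicates at least about 35%, with every replicate also reaching that limit, limit read from the data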;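 note: 0% = median of neutral control wells and 100% = no fluorescence left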
esBAF inh = blocks esBAF chromatin remodeling in mouse ES cells | reporter increase, % at 12.5 µM | 350,000 compounds, 2% hits | Bmi1-luciferase knock-in reporter, 24 h; 100% = twice the neutral-well signal | AID 602393; in the data active = activation above about 40%;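 note: 0% = median of the plate's neutral control wells and 100% = double that signal; a rise in the Bmi1 reporter signal indicates esBAF inhibition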
RAD52 inh = inhibitors of human RAD52 DNA annealing; inhibition, % at 18.7 µM; AID 651710; recombinant RAD52 DNA annealing, FRET fluorescence; 360,000 compounds, 0.46% hits;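 active = every replicate showing at least 50% inhibition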
Target sequence (P43351 whole entry, looked up): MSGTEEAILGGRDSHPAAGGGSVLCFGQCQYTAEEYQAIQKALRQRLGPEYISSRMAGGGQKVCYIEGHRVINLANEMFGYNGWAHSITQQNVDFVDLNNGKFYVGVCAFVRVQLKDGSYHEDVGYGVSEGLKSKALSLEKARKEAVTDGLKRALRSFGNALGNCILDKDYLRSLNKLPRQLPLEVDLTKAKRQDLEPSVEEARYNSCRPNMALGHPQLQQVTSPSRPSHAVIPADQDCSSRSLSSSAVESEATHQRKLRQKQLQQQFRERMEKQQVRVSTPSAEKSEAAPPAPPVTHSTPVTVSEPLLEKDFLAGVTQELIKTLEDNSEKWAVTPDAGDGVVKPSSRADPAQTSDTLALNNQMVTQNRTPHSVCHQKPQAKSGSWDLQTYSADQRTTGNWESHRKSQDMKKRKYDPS
ERp5 block = ERp5 (human) disulfide isomerase inhibition. ERp5 insulin aggregation, absorbance 650 nm, 90 min. inhibition, % at 9.99 µM. Q15084. 350,000 compounds, 0.05% hits;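 active = mean replicate inhibition above about 25%, with every replicate also reaching it, limit read from the data, passing the limit was not always enough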
ARNT TACC3 PPI = disrupts binding between human ARNT and TACC3; Q9Y6A5; AlphaScreen His-ARNT PAS-B/GST-TACC3 binding, luminescence; TACC3 fragment carries E629A point mutation; inhibition, % at 9.99 µM; 390,000 compounds, 0.66% hits; AID 623870;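 active = mean inhibition of replicates at least 50% and at least half of replicates each reaching 50%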;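 note: 0% = complete ARNT plus TACC3 wells and 100% = ARNT alone without TACC3; many hits fall short of the cut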
E-sel inducer = induces E-selectin expression in human endothelial cells; P16581; 260,000 compounds, 0.37% hits; activation, % at 7.58 µM; HUVEC E-selectin immunofluorescence imaging; normalized: neutral wells 0, TNF-alpha wells 100;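 active = mean E-selectin-positive cell signal at least 10% of the positive control, reached in at least 60% of replicates, without over 20% cell loss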;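 note: in these data hits start at about 27%; measured in HUVEC primary endothelial cells; signal is the percent of cells scored E-selectin positive by PE staining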
Target sequence (P16581 whole entry, looked up): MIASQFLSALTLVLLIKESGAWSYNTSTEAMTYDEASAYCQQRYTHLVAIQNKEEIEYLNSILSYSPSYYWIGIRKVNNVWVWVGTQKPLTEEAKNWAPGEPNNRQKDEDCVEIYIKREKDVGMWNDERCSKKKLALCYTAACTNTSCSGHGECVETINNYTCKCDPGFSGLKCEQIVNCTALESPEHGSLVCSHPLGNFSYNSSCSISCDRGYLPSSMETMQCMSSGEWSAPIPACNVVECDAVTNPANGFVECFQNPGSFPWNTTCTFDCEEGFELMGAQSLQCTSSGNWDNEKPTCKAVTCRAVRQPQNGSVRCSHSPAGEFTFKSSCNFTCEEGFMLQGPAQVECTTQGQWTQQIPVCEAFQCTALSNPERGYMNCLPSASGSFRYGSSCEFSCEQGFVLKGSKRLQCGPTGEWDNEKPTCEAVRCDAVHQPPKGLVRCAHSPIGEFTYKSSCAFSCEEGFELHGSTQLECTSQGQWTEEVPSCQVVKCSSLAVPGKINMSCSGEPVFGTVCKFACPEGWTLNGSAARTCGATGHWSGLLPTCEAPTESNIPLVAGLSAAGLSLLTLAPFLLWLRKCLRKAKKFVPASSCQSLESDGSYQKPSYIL
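Read-out basis: % PE-positive cells; Test system: HUVEC primary endothelial cells; Technique: immunofluorescence imaging; Dosing: single-point compound dose.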
PglD inh = PglD (C. jejuni) enzyme inhibition. 360,000 compounds, 0.098% hits. inhibition, % at 12.5 µM. purified PglD enzyme, DTNB colorimetric CoA detection; in the data active = inhibition above about 16%, passing the limit was not always enough; note: strong numbers were not always called active
* marks the source's active call; other numbers are inactive results; / = not tested or not shown.

SMILES | RAD54 branch | CASP6 VEID inh | esBAF inh | RAD52 inh | ERp5 block | ARNT TACC3 PPI | E-sel inducer | PglD inh
C[C@H]1CN([C@@H](C)CO)C(=O)c2cc(NC(=O)c3ccncc3)ccc2O[C@H]1CN(C)C(=O)Nc1ccc(C(F)(F)F)cc1 | 4 | 1 | 0 | -1 | 5 | -9 | -0.1 | 0
COc1cc(NS(=O)(=O)c2c(C(=O)N3CCOCC3)c(C)n(C)c2C)cc(OC)c1OC | -7 | -1 | -3 | -9 | 1 | 16 | / | 0
O=C(Nc1cccc(F)c1)N[C@@H]1CC[C@H](CCn2cc(Cc3ccccc3)nn2)O[C@H]1CO | 1 | 3 | -1 | 10 | -1 | 10 | -0.1 | 1
O=C(CSc1nnc(NC(=O)c2ccccc2)s1)NCC1CCCO1 (centres undefined) | -5 | 4 | 13 | -6 | -14 | -3 | 0.1 | -3
O=C1NC[C@@H]2CCCN2C1=O | / | 4 | / | -13 | 3 | / | -0.1 | /
CCOC(=O)C(C#N)=CN1CCN(C(=O)CCCl)c2ccccc21 | 7 | -4 | / | -192 | 0 | -6 | -2.1 | 1
CCOc1ccccc1NC(=S)N1CCC(c2nc3ccccc3o2)CC1 | 12 | 2 | / | -40 | 4 | -3 | 0.0 | 21*
O=C(CSc1ccc(S(=O)(=O)N2CCCC2)cn1)Nc1ccc([N+](=O)[O-])cc1C(F)(F)F | -7 | 3 | -7 | -28 | 10 | / | -0.4 | -6
CN1c2ccc(Br)cc2[C@H]2[C@H](CCN2S(=O)(=O)c2cccc(F)c2)[C@H]1CO | -8 | -3 | -2 | -13 | -4 | -4 | 0.2 | -2
COc1ccc(/C=C/C(=O)NCC(=O)N/N=C(/C)c2ccco2)cc1 | 5 | 4 | 1 | 0 | -1 | -3 | / | 1
CCCc1nc(NCc2ccccn2)c2nnn(Cc3ccccc3F)c2n1 | 6 | / | -2 | / | / | -5 | / | 6
CC1(NCc2ccc(Cl)cc2)COP(=O)(NCc2ccccc2)OC1 (centres undefined) | -1 | -1 | -8 | -4 | -5 | -15 | -0.5 | 3
Cn1nc(C(F)(F)F)c(C(=O)Nc2ccc(Cl)cc2)c1Cl | -5 | / | 13 | / | / | 18 | / | 1
COc1cc(NC(=O)CN2C(=O)NC(C)(c3ccc4ccccc4c3)C2=O)c(C)cc1[N+](=O)[O-] (centres undefined) | 8 | 9 | -4 | -2 | -1 | -3 | 2.8 | 4
CCCC[C@H](CN(N=O)[C@@H](Cc1ccccc1)CN(C)N=O)N(CCc1ccccc1)N=O | -3 | -4 | -3 | -5 | 0 | -8 | 0.4 | 1
CC1OC2(OC1C)C(=O)Nc1ccccc12 (centres undefined) | 1 | / | / | / | / | -7 | 0.1 | 2
CS(=O)(=O)N(CC(=O)N1CCN(c2ccccc2F)CC1)c1ccc2c(c1)OCCO2 | 0 | / | -11 | / | / | 1 | / | -3
NC(=O)c1ccc2c(c1)S(=O)(=O)c1ccccc1C2=O | -3 | -2 | 1 | -10 | -5 | -10 | / | 3
Cc1ccsc1C(=O)Nc1ccc(S(=O)(=O)N2CCOCC2)cc1 | 16 | 0 | 2 | -11 | -3 | -14 | 8.5 | -4
COc1ccc(CNC(=O)[C@@H](C)NC(=O)C2CCN(C(=O)[C@@H](N)CCSC)CC2)cc1 | -12 | -2 | -2 | -13 | 1 | 10 | / | -1
CCOc1ccc(OCC)c(S(=O)(=O)NCCOC23CC4CC(CC(C4)C2)C3)c1 | / | 1 | / | 3 | -5 | -6 | / | /
CC1(C)CC(CC(=O)O)CC(C)(C)N1 | / | -3 | / | -18 | 10 | -2 | 0.1 | /
Cc1cc(Br)cc2c1NC(=O)C2(O)CC(=O)c1ccco1 (centres undefined) | / | 10 | / | -51 | -3 | -1 | 2.1 | /
CN(C)C(=O)C[C@H]1C=C[C@H](NC(=O)Nc2cccc(F)c2)[C@H](CO)O1 | 4 | -3 | 0 | 11 | -3 | -8 | -0.3 | 4
Cc1ccccc1-c1cnc2c(c1)C(=O)N([C@H](C)CO)C[C@@H](C)[C@@H](CN(C)Cc1cncnc1)O2 | -1 | -2 | -3 | 10 | -10 | 3 | -0.2 | 0
COc1ccc(/C=N/NC(=O)c2cccnc2)cc1COc1ccc(NC(C)=O)cc1 | 3 | -2 | 5 | -12 | 0 | 3 | 0.1 | -6
O=C(Cc1ccccn1)NCC[C@H]1CC[C@H](NC(=O)c2ccccc2F)[C@@H](CO)O1 | -6 | 0 | 1 | -31 | -2 | 14 | -0.4 | -2
O=C(N[C@H]1CC[C@H](CCNS(=O)(=O)c2cccc(Cl)c2)O[C@@H]1CO)c1ccncc1 | 3 | -3 | 3 | 4 | 13 | -39 | -0.3 | 0
Cc1nnc(SCC(=O)NCC2CCCO2)n1Cc1ccccc1 (centres undefined) | / | -2 | / | -2 | -1 | 9 | 0.0 | /
COc1ccccc1CNC(=O)Nc1nnc([C@H]2C[C@H](O)[C@@H](CO)O2)s1 | 1 | 0 | -11 | -11 | 5 | / | -0.2 | 2
COc1ccc(CN2CCN(S(=O)(=O)c3ccc(F)cc3)CC2)c(OC)c1OC | 0 | / | -4 | / | / | -4 | / | 3
C[C@@H]1CN([C@@H](C)CO)C(=O)c2cc(NC(=O)CCCCCC(=O)Nc3ccccc3N)ccc2O[C@H]1CN(C)S(=O)(=O)c1cccs1 | -3 | -2 | 4 | -3 | 0 | 1 | / | -4
CN1CCN(C(=O)C[C@@H]2C=C[C@H](NC(=O)c3ccc4c(c3)OCO4)[C@H](CO)O2)CC1 | -11 | 2 | -1 | -4 | 1 | 4 | 0.1 | 4
O=C1C2C3C=CC(CC3)C2C(=O)N1c1ccc(Cl)cc1 (centres undefined) | 2 | -1 | -7 | -37 | 0 | -3 | / | 6
CN(C)S(=O)(=O)c1ccc2c(c1)C(CC(=O)O)OC2=O (centres undefined) | -9 | / | -6 | / | / | 30 | / | 1
CCCCCC(=O)NC(=S)Nc1ccc(N2CCOCC2)cc1 | / | 3 | / | -2 | 1 | / | 0.1 | /
CCOC(=O)/C=C/C(=O)Nc1ccc(S(=O)(=O)N2CCc3ccccc32)cc1 | -2 | -3 | -4 | -46 | 3 | -4 | / | 0
CCC(=O)N1c2ccccc2NC2=C(C(=O)CCC2)C1c1ccco1 (centres undefined) | 0 | 3 | -3 | -26 | 6 | -5 | 0.0 | 4
COc1ccc(NC2CCCN(C(=O)c3ccc4nc(C)c(C)nc4c3)C2)cc1OC (centres undefined) | -3 | 2 | 3 | -12 | -11 | / | -0.1 | 1
CCN(CC)S(=O)(=O)c1cc(NC(=O)CSc2nccn2C)ccc1C | / | -1 | / | -12 | 5 | 0 | / | /
COc1ccc(C(c2sc3nc(C)nn3c2O)N2CCC(O)CC2)cc1OC (centres undefined) | 2 | 2 | 2 | -9 | -9 | 1 | -0.1 | 2
C[C@@H]1CCCCO[C@@H](CN(C)Cc2ccncc2)[C@H](C)CN([C@@H](C)CO)C(=O)c2cc(NC(=O)CCC(F)(F)F)ccc2O1 | -3 | 0 | -6 | -1 | -6 | -6 | -0.2 | 2
O=C(COC(=O)C1CCN(S(=O)(=O)c2ccc3c(c2)OCCO3)CC1)Nc1cccc2ccccc12 | 1 | / | 0 | / | / | -2 | / | -4
CN(C)C(=O)/C(=C\c1cccc(Oc2ccccc2)c1)NC(=O)c1ccccc1 | -4 | 6 | -7 | 0 | 6 | 1 | / | -3
C[C@@H]1CN([C@@H](C)CO)C(=O)c2cc(-c3ccc(F)cc3)cnc2O[C@@H]1CN(C)CC1CCCC1 | 0 | -1 | -11 | 1 | 4 | -9 | -0.1 | 2
COC(=O)c1cnc(NNS(=O)(=O)c2ccc(C(F)(F)F)cc2)nc1C(F)(F)F | / | 2 | -5 | -4 | -2 | -2 | / | /
CCOC(=O)/C=C(\C)Sc1cc(O)c2ccccc2c1O | 3 | 94* | 1 | -2 | -6 | 77* | -0.2 | 6
COc1ccc(C(=O)NCC(=O)OCC(=O)c2ccc3c(c2)OCCO3)cc1 | -9 | / | 4 | / | / | -1 | / | 2
OC[C@@H]1CN(Cc2ccncc2)C[C@H](n2cnc3c(N4CCN(c5ccccc5)CC4)ncnc32)O1 | 2 | -2 | -15 | -10 | -2 | / | 0.0 | 3
CCN(CC)c1ccc(S(=O)(=O)N2CCCCC2)cc1NC(=O)CSCc1c(C)noc1C | 7 | 0 | 8 | -20 | 2 | 1 | / | -3
Cc1cccc(Nc2nc(N)nc(CCl)n2)c1 | 2 | 0 | / | -4 | -4 | 11 | / | 1
CCN1C(=O)[C@H]2[C@@H](c3ccc(-c4ccc(F)cc4)cc3)N[C@@](C)(C(=O)OC)[C@H]2C1=O | 4 | -1 | 0 | -18 | 4 | -3 | -0.1 | -7
Cc1ccc(Cn2nnc3c(=O)n(CC(=O)N4CCCc5ccccc54)cnc32)cc1 | 9 | / | 1 | / | / | -4 | / | -7
COCC(=O)Nc1ccc2c(c1)OC[C@H](C)N(C(=O)C1CCCC1)C[C@H](C)[C@H](OC)CN(C)C2=O | -8 | / | -3 | / | / | 0 | -0.1 | 2
CC(C)(O)c1cn(-c2nonc2N)nn1 | -9 | / | -4 | / | / | 1 | / | 8
CCOc1cc(CNCc2cccs2)cc(Br)c1OC | -7 | / | 1 | / | / | -6 | / | -3
CC(C)Sc1nc2sc3c(c2c2nnc(SCC(=O)NCc4ccco4)n12)CCCC3 | -4 | / | -18 | / | / | -3 | / | 0
Fc1cccc(Nc2ncnc3sc4c(c23)CCC4)c1 | 1 | / | -1 | / | / | -3 | / | -2
N/C(Cc1nc2ccccc2s1)=N\O | / | 9 | / | -46 | 2 | 13 | 0.3 | /
CN(C)c1ccc(/C=C(\C#N)C(=O)OCC(=O)N(C)C2CCS(=O)(=O)C2)cc1 (centres undefined) | -10 | 2 | 10 | -11 | -3 | -8 | / | 10

The listing continues:
SMILES | RAD54 branch | CASP6 VEID inh | esBAF inh | RAD52 inh | ERp5 block | ARNT TACC3 PPI | E-sel inducer | PglD inh
CCc1nnc(N/N=C/c2cc(Br)c(O)cc2O)n1N | -2 | 34 | -6 | -16 | 4 | 63* | / | -1
C[C@H]1CN([C@@H](C)CO)C(=O)c2cc(C#CCN(C)C)cnc2O[C@@H]1CN(C)Cc1ccccn1 | -2 | -70 | -8 | -28 | -4 | -4 | -0.2 | 2
COC(=O)c1ccc(OC(=O)CCN2C(=O)C3CCCCC3C2=O)cc1 (centres undefined) | -7 | / | -5 | / | / | 3 | -0.2 | -1
CCCc1nnc(NC(=O)Nc2ccc(OC)cc2)s1 | / | 1 | 13 | -18 | 3 | -14 | 0.3 | /
Cc1ccc(NC(=O)COC(=O)CN2CCCCCC2=O)c(C)c1 | -9 | -1 | -3 | -2 | -2 | 2 | / | -2
C[C@H](CO)N1C[C@H](C)[C@H](CN(C)C(=O)NC2CCCC2)Oc2ncc(C#CCN(C)C)cc2C1=O | 0 | -1 | -5 | -4 | -1 | -1 | -3.6 | -2
CNC(=O)c1ccccc1Sc1ccccc1C#N | 3 | 0 | -1 | -15 | 9 | -6 | / | 7
OC[C@H]1[C@H](c2ccc(/C=C/c3ccccc3)cc2)[C@@H]2CN(Cc3cccnc3)CCCCN12 | -16 | 4 | 10 | 36 | -2 | 5 | -0.1 | 6

Among those listed so far, four contain bromine:
SMILES | RAD54 branch | CASP6 VEID inh | esBAF inh | RAD52 inh | ERp5 block | ARNT TACC3 PPI | E-sel inducer | PglD inh
CN1c2ccc(Br)cc2[C@H]2[C@H](CCN2S(=O)(=O)c2cccc(F)c2)[C@H]1CO | -8 | -3 | -2 | -13 | -4 | -4 | 0.2 | -2
Cc1cc(Br)cc2c1NC(=O)C2(O)CC(=O)c1ccco1 (centres undefined) | / | 10 | / | -51 | -3 | -1 | 2.1 | /
CCOc1cc(CNCc2cccs2)cc(Br)c1OC | -7 | / | 1 | / | / | -6 | / | -3
CCc1nnc(N/N=C/c2cc(Br)c(O)cc2O)n1N | -2 | 34 | -6 | -16 | 4 | 63* | / | -1

Source: PubChem BioAssay (Broad Institute)
